Menin MLL FP TR: menin-MLL binding inhibition, Texas Red mutant peptide. 270,000 compounds, 0.23% hits. Menin + Texas Red MLL mutant peptide, fluorescence polarization. O00255. AID 1768. Potency, µM (highest dose often 61.6 µM), without a hit: top-dose FP activity change, negative = inhibition, usual class: inhibitors; active = well fitted inhibition curve with a large enough effect in the polarisation, with a control signal flat, not every such curve was filed as active; inconclusive = small, poorly fitted or top-dose-only effect, or effect the other way, or a change in a side signal; inactive = no such curve, though single readings can be large or run the other way; the % refers to the polarisation; note: potency is the fitted concentration of half-maximal effect; % of control where 0% means no effect; many of its hits are not listed in these tables
a7 integrin act: activators of alpha7 integrin expression for muscular dystrophy | alpha7betagal myoblasts, beta-gal FDG fluorescence, 48 h | Potency, µM (titrated, usually from 38.3 µM), for inactives: top-dose activation, hits mostly activators | 350,000 compounds, 0.064% hits;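 note: potency is the fitted concentration of half-maximal effect; 100% = response of the positive control SU9516; nearly all actives have a fitted effect of over 60% in size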
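alpha7betagal+/- myoblasts (passage 13, 250/well) treated 48 h at 37C with compounds at 1:260 dilution of DMSO stock. Lysed, then beta-galactosidase activity read as FDG fluorescence (ex 480/em 540) after 30 min, with pre-read for autofluorescence.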
PTAP TSG101 blk: blocks PTAP/TSG101 interaction to inhibit HIV-1 budding; Q99816; Fluorescence polarization, FITC-PTAP peptide / Tsg101 binding; Potency, µM (doses to about 115 µM), without a hit: at the top dose activity change, negative = inhibition, hits mostly inhibitors; 340,000 tested, under 10 active; active = well fitted inhibition curve with a large enough effect in the main read-out, with a control signal flat, not every such curve was filed as active; inconclusive = small, poorly fitted or top-dose-only effect, or effect the other way, or a change in a side signal; inactive = no such curve, though single readings can be large or run the other way; note: potency is the fitted concentration of half-maximal effect; % of control where 0% means no effect
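Compounds were pin-transferred onto Tsg101 binding domain (10 uM final) in HEPES pH 7.5 buffer, then FITC-PTAP peptide was added at 50 nM final. After 20 min at RT, polarization reported peptide displacement across a qHTS concentration series.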
TCR act: activators of T cell receptors. primary human leukocytes, anti-CD3, IL-2 HTRF, 48 h. Potency, µM (doses to about 9.22 µM), without a hit: at the top dose activation of IL-2 secretion, usual class: activators. 330,000 tested, under 10 active; note: % of control where 0% means no effect
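TCR engagement came from a-CD3 beads alone, with compounds added to primary human leukocytes for 48 hr. Secreted IL-2 bridged europium cryptate- and d2-labelled anti-IL-2 antibodies, giving FRET emission at 665nm after 320nm excitation.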
ASM inhibitor: inhibitors of human secretory acid sphingomyelinase. P17405. placental ASM, HMU-PC fluorogenic substrate, 60 min. Potency, µM (series often up to 57.5 µM), without a hit: top-dose activity change, negative = inhibition, usual class: inhibitors. 340,000 compounds, 0.006% hits. AID 504937; note: potency is the fitted concentration of half-maximal effect
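Fluorescence read-out (Ex 386 nm, Em 447 nm) after stopping the reaction at pH 10. Enzyme: ASM from human placenta; substrate HMU-PC0, 9 uM final; 60 min, 37 °C. Compound preincubation 10 min, ambient temperature.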
CXXC DNA block: inhibitors of human MLL CXXC domain-DNA interaction; Q03164; MLL-CXXC / FITC-HOXA9 DNA fluorescence polarization; Potency, µM (doses to about 115 µM), for inactives: top-dose activity change, negative = inhibition, actives largely listed as inhibitors; 290,000 compounds, 0.037% hits; active = well fitted inhibition curve with a large enough effect in the polarisation, with a control signal flat, not every such curve was filed as active; inconclusive = small, poorly fitted or top-dose-only effect, or effect the other way, or a change in a side signal; inactive = no such curve, though single readings can be large or run the other way; the % refers to the polarisation; note: potency is the fitted concentration of half-maximal effect
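Fluorescence polarization: 7 uM MLL-CXXC (stock) preincubated 5 min with compounds, then 50 nM fluorescein-HOX-A9 DNA (stock) added; 30 min ambient. Buffer 50 mM Tris-HCl pH 7.5, 50 mM NaCl, 1 mM DTT, 0.05% BSA.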
TSHR antagonist: blocks TSH signaling through the human TSH receptor | P16473 | 330,000 compounds, 0.2% hits | TSHR-expressing cells, TSH-stimulated cAMP HTRF, 2 h; stronger effect = lower value | activity change, negative = inhibition, % at 11.5 µM;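 active = activity change below a set negative limit, meaning inhibition stronger than a set level, cut at about -70% in these data; inconclusive = activity change between two set negative limits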; note: % is set by controls: 0 for no effect and ±100 for the full control effect
Target sequence (P16473 whole entry, looked up): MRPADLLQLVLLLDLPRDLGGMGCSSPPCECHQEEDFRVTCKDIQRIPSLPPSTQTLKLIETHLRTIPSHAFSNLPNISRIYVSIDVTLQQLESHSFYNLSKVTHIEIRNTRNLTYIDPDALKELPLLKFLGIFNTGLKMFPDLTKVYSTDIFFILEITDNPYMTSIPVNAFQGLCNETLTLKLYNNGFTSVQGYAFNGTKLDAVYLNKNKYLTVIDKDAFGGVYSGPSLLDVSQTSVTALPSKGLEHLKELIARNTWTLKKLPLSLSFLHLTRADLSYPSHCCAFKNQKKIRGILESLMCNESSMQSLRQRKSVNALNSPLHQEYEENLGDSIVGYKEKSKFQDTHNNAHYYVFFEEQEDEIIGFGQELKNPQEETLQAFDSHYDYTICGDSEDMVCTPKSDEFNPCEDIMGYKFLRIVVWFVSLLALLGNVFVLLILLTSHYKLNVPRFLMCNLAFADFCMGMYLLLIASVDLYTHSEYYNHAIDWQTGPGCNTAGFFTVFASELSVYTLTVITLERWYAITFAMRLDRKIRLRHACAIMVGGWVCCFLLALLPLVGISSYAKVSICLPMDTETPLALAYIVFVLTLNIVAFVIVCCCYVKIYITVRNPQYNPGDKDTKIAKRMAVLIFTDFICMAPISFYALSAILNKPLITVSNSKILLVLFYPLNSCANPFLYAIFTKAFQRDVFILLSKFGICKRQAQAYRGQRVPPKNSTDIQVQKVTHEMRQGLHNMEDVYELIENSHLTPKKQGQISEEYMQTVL
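Competitive HTRF cAMP read-out (cryptate anti-cAMP antibody, cAMP-d2; 30 min, room temperature) in freshly harvested TSHR cells. Compounds added before TSH at EC80 (4nM final), followed by 2 hours' incubation at 37 deg C.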
MBNL1 CUG block: blocks human MBNL1 binding to CUG repeat RNA; Q9NR56; TR-FRET MBNL1-His/biotin-(CUG)12 binding, 665/545 ratio; Potency, µM (highest dose often 57.5 µM), for inactives: top-dose activity change, negative = inhibition, usual class: inhibitors; 280,000 compounds, 0.036% hits; AID 2675; active = well fitted inhibition curve with a large enough effect in the signal ratio, with a control signal flat, not every such curve was filed as active; inconclusive = small, poorly fitted or top-dose-only effect, or effect the other way, or a change in a side signal; inactive = no such curve, though single readings can be large or run the other way; the % refers to the signal ratio; note: potency is the fitted concentration of half-maximal effect; % is set by controls: 0 for no effect and ±100 for the full control effect
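TR-FRET readout: Ex 340 nm, 665/545 nm emission ratio, normalized to buffer-only (basal) and MBNL1-(CUG)12 controls. Complex of MBNL1-His with Biotin-(CUG)12, compounds 92 nM–58 uM, incubated 60 min at room temperature.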
Mito fusion yeast: mitochondrial division inhibition or fusion activation | S. cerevisiae fusion-defective mutant growth rescue, CellTiterGlo 48 h | Potency, µM (top dose mostly 46.1 µM), for inactives: top-dose growth rescue (activation), hits mostly activators | 320,000 compounds, 0.23% hits | AID 485298;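 note: potency is the fitted concentration of half-maximal effect; % of control where 0% means no effect; nearly all actives have a fitted effect of over 45% in size; temperature-sensitive fusion mutants such as fzo1-1 at 37 °C on non-fermentable ethanol glycerol medium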
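Temperature-sensitive fusion-defective S. cerevisiae (e.g. fzo1-1, mgm1-5) were grown with compound in YPEG medium (3% ethanol, 3% glycerol) for 48 hours at 37C. Growth rescue was measured as viability by CellTiterGlo luminescence after 10 minutes at ambient.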
A-T KAP1 phos: potential ataxia-telangiectasia treatment; […] A-T fibroblasts, KAP-1 phosphorylation AlphaLISA; neocarzinostatin DNA damage 30 min before lysis; Potency, µM (series often up to 57.5 µM), for inactives: at the top dose activation, usual class: activators; 320,000 compounds, 0.19% hits; AID 485349; note: potency is the fitted concentration of half-maximal effect; % of control where 0% means no effect; nearly all actives have a fitted effect of over 45% in size
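ATM-like activity read as KAP-1 phosphorylation via AlphaLISA donor/acceptor antibody pairs after lysis and 6 hr at 25C. Cells were ATM-null patient fibroblasts ([…], hTERT), dosed 60 min, then exposed to the DSB inducer NCS for 30 min.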
Active calls of the source: *; [ ] = another dose, or the depositor's remark. Unless noted, calls come from the whole dose curve; as a rule, active = well fitted curve in the direction sought with a large enough effect; inconclusive = small, poorly fitted or top-dose-only effect, or another doubt; inactive = no such curve, though single readings can be large; an effect the other way counts as inactive or inconclusive.

Results for Cc1ccc(N2C(=O)N3[C@@H]4c5ccccc5OC[C@@H]4[C@@H](c4ccccc4)[C@@]3(C)C2=O)cc1 ?
a7 integrin act: 11%; PTAP TSG101 blk: -7%; TCR act: 2%; ASM inhibitor: 1%; TSHR antagonist: -10; A-T KAP1 phos: 6%

What do the screens show for `CC1(C)CC(NC(=O)C2CCN(S(=O)(=O)c3ccc(F)cc3)CC2)CC(C)(C)N1`?
a7 integrin act: 5%; PTAP TSG101 blk: -1%; TCR act: 0%; ASM inhibitor: -2%; CXXC DNA block: -2%; TSHR antagonist: 17; MBNL1 CUG block: -1%; Mito fusion yeast: -2%; A-T KAP1 phos: -6%

What do the screens show for `Cc1ccccc1Cn1cc(NC(=O)c2nc3ncccn3n2)cn1`?
Menin MLL FP TR: -1%; a7 integrin act: -23%; PTAP TSG101 blk: -7%; TCR act: -5%; ASM inhibitor: 3%; CXXC DNA block: -1%; TSHR antagonist: 7; MBNL1 CUG block: -3%; Mito fusion yeast: 2%; A-T KAP1 phos: 3%

How did COc1ccc(-c2nnc(SCC(=O)N(C)C3CCS(=O)(=O)C3)n2N)cc1OC (centres undefined) do in these assays?
Menin MLL FP TR: 1%; a7 integrin act: 22%; PTAP TSG101 blk: 0%; TCR act: -6%; ASM inhibitor: 1%; CXXC DNA block: 0%; TSHR antagonist: -7; MBNL1 CUG block: -1%; Mito fusion yeast: -3%; A-T KAP1 phos: -1%

How did Nc1nonc1-n1nnc(C(=O)N/N=C/c2ccc(O)cc2)c1COc1ccc(F)cc1 do in these assays?
a7 integrin act: 28%; PTAP TSG101 blk: 1%; TCR act: -17%; ASM inhibitor: 7%; CXXC DNA block: -5%; TSHR antagonist: 11; MBNL1 CUG block: -8%; Mito fusion yeast: 9%; A-T KAP1 phos: -15%

How did Oc1ccccc1-c1nc(NCc2ccccc2)c2ccccc2n1 do in these assays?
Menin MLL FP TR: 51%[activator]; a7 integrin act: -23%; PTAP TSG101 blk: -8%; TCR act: 0%; ASM inhibitor: -17%; CXXC DNA block: inconclusive; TSHR antagonist: -4; MBNL1 CUG block: 13%; Mito fusion yeast: -4%; A-T KAP1 phos: 0%

Results for COCCn1c(=NC(=O)CCS(=O)(=O)c2ccccc2)sc2c(OC)ccc(OC)c21 ?
a7 integrin act: -52%[inhibitor]; PTAP TSG101 blk: 5%; TCR act: 3%; ASM inhibitor: -4%; CXXC DNA block: 58%[activator]; TSHR antagonist: -12; MBNL1 CUG block: inconclusive; Mito fusion yeast: 1%; A-T KAP1 phos: 7%

How did CC(c1ccccc1)N1CNc2c(c(=O)n(C)c(=O)n2C)C1 (centres undefined) do in these assays?
Menin MLL FP TR: 3%; a7 integrin act: 16%; PTAP TSG101 blk: -8%; TCR act: 1%; ASM inhibitor: 4%; CXXC DNA block: -7%; TSHR antagonist: 21; MBNL1 CUG block: -14%; Mito fusion yeast: 0%; A-T KAP1 phos: 5%

How did CCC1(CC)NC(=O)N(CC(=O)OCC(=O)NC(=O)c2ccc(Cl)cc2)C1=O do in these assays?
Menin MLL FP TR: 3%; a7 integrin act: 18%; PTAP TSG101 blk: -8%; TCR act: 2%; ASM inhibitor: 1%; CXXC DNA block: 29%; TSHR antagonist: 4; MBNL1 CUG block: 6%; Mito fusion yeast: -2%; A-T KAP1 phos: -1%

Results for O=C(COc1ccc(-c2nnco2)cc1)N1CCN(S(=O)(=O)c2ccccc2)CC1 ?
Menin MLL FP TR: -8%; a7 integrin act: -16%; PTAP TSG101 blk: -5%; TCR act: 2%; ASM inhibitor: -3%; CXXC DNA block: -3%; TSHR antagonist: -11; MBNL1 CUG block: -2%; Mito fusion yeast: 1%; A-T KAP1 phos: 6%

Results for CC(=O)NC(=S)Nc1sc2c(c1C(N)=O)CCC(C)C2 (centres undefined) ?
Menin MLL FP TR: -2%; a7 integrin act: 4%; PTAP TSG101 blk: 0%; TCR act: 3%; ASM inhibitor: -3%; CXXC DNA block: 5%; TSHR antagonist: -4; MBNL1 CUG block: 9%; Mito fusion yeast: 6%; A-T KAP1 phos: 3%

Results for CCc1ccc(CN(C(=O)c2ccco2)C2CCS(=O)(=O)C2)cc1 (centres undefined) ?
Menin MLL FP TR: -2%; a7 integrin act: 26%; PTAP TSG101 blk: -5%; TCR act: 0%; ASM inhibitor: 2%; CXXC DNA block: 28%; TSHR antagonist: 0; MBNL1 CUG block: inconclusive; Mito fusion yeast: 17%; A-T KAP1 phos: 2%

What do the screens show for `Cc1nc(SCC(=O)NCc2ccco2)[nH]c(=O)c1C`?
Menin MLL FP TR: -10%; a7 integrin act: 15%; PTAP TSG101 blk: -10%; TCR act: 2%; ASM inhibitor: 5%; CXXC DNA block: -8%; TSHR antagonist: -15; MBNL1 CUG block: -3%; Mito fusion yeast: -1%; A-T KAP1 phos: 1%

How did Cc1ccc(C2C3CN(C(C)C)CC=C3C(C#N)=C(N)C2(C#N)C#N)cc1 (centres undefined) do in these assays?
Menin MLL FP TR: -23%; a7 integrin act: -39%; PTAP TSG101 blk: inconclusive; TCR act: -3%; ASM inhibitor: inactive; CXXC DNA block: inconclusive; TSHR antagonist: -8; MBNL1 CUG block: inconclusive; Mito fusion yeast: -2%; A-T KAP1 phos: 1%

What do the screens show for `CN(Cc1ccc(F)cc1)C(=O)C(Cc1ccccc1)NC(=O)c1ccccc1` (centres undefined)?
a7 integrin act: 11%; PTAP TSG101 blk: -6%; TCR act: -5%; ASM inhibitor: 3%; TSHR antagonist: -5; Mito fusion yeast: -1%; A-T KAP1 phos: 13%

What do the screens show for `Nc1nccnc1C(=O)OCC(=O)C12CC3CC(CC(C3)C1)C2`?
a7 integrin act: -5%; PTAP TSG101 blk: -5%; TCR act: 0%; TSHR antagonist: 12; Mito fusion yeast: 2%; A-T KAP1 phos: 16%

How did O=C(NCc1ccc2c(c1)OCO2)c1nc(S(=O)(=O)Cc2ccccc2)ncc1Cl do in these assays?
a7 integrin act: -18%; PTAP TSG101 blk: 1%; TCR act: 0%; ASM inhibitor: -1%; CXXC DNA block: 11%; TSHR antagonist: -11; MBNL1 CUG block: -2%; Mito fusion yeast: -66%[inhibitor]; A-T KAP1 phos: -1%

How did N#Cc1nc(COc2cccc(Cl)c2)oc1N1CCN(c2ccccc2)CC1 do in these assays?
Menin MLL FP TR: -2%; a7 integrin act: 5%[7.66 µM]; PTAP TSG101 blk: -4%; ASM inhibitor: -1%; CXXC DNA block: -5%; TSHR antagonist: -15; MBNL1 CUG block: inconclusive; Mito fusion yeast: 10%; A-T KAP1 phos: -7%

How did CC(C)Oc1ccc(C(=O)Nc2ccc([N+](=O)[O-])cc2)cc1 do in these assays?
Menin MLL FP TR: 34%[activator]; a7 integrin act: -9%; PTAP TSG101 blk: 1%; TCR act: 13%; ASM inhibitor: 2%; CXXC DNA block: 14%; TSHR antagonist: -20; MBNL1 CUG block: 0%; Mito fusion yeast: -5%; A-T KAP1 phos: 7%

What do the screens show for `O=C1CN(C(=O)c2ccccn2)c2ccccc2N1`?
Menin MLL FP TR: -1%; a7 integrin act: -4%; PTAP TSG101 blk: -9%; TCR act: -1%; ASM inhibitor: 2%; CXXC DNA block: -2%; TSHR antagonist: -4; MBNL1 CUG block: 7%; Mito fusion yeast: -1%; A-T KAP1 phos: -2%

How did Cc1ccc(-c2nc3ccc(Cl)cc3c(=O)n2O)cc1 do in these assays?
Menin MLL FP TR: 45%[activator]; a7 integrin act: -24%; PTAP TSG101 blk: 0%; TCR act: 0%; ASM inhibitor: -1%; CXXC DNA block: 18%; TSHR antagonist: 6; MBNL1 CUG block: -1%; Mito fusion yeast: -21%; A-T KAP1 phos: -1%

What do the screens show for `CCCCn1c(N)c(N(CC(C)C)C(=O)C2CCN(C(=O)c3ccc(Cl)cc3)CC2)c(=O)[nH]c1=O`?
a7 integrin act: 15%; PTAP TSG101 blk: 1%; TCR act: 6%; ASM inhibitor: 12%; TSHR antagonist: 14; Mito fusion yeast: -4%; A-T KAP1 phos: -2%

Bioassay records (PubChem BioAssay)

This is a subset; rates above refer to the full screens.
